# Assay outcomes deposited in PubChem by several laboratories.
# hDAT+cocaine: changed human dopamine transporter uptake under cocaine IC80; LLC-PK1 hDAT cells, [14C]-dopamine uptake with cocaine IC80; actives deviate in either direction; B-score at 10 µM; Q01959; 110,000 tested, 1.3% active;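 active = Z score or B-score, a plate-position-corrected score, falls beyond the plate's 99.7% confidence bounds, in either direction; inactive = both scores lie inside the 99.7% bounds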;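 note: scored against the spread of the other compound wells on the same plate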
# Target sequence (Q01959 whole entry, looked up): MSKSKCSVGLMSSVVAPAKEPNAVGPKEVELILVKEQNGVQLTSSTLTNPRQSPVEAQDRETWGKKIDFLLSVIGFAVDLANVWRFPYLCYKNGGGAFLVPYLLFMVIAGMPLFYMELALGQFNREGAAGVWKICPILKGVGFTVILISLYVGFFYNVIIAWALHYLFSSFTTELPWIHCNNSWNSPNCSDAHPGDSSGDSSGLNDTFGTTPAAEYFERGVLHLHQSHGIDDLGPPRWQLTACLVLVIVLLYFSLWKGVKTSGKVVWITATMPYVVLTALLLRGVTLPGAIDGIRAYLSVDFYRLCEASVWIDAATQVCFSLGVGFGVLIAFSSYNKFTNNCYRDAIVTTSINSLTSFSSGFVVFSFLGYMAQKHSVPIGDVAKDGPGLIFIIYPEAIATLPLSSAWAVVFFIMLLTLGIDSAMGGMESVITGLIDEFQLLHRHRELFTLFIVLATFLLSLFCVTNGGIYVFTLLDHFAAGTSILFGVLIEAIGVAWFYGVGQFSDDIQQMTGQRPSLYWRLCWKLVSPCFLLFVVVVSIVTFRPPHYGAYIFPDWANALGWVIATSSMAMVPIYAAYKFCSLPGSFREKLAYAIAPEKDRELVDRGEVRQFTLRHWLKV
# S1P2 antag: blocks the human S1P2 receptor; O95136; inhibition, % at 5 µM; AID 736; cell-based S1P2 antagonist assay, inhibition at 5 uM; 97,000 tested, 0.21% active; in the data active = inhibition above about 45%;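 note: CRE beta-lactamase reporter cells expressing human S1P2 stimulated with S1P; 0% = agonist at EC80 alone and 100% = agonist plus reference antagonist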
# Target sequence (O95136 whole entry, looked up): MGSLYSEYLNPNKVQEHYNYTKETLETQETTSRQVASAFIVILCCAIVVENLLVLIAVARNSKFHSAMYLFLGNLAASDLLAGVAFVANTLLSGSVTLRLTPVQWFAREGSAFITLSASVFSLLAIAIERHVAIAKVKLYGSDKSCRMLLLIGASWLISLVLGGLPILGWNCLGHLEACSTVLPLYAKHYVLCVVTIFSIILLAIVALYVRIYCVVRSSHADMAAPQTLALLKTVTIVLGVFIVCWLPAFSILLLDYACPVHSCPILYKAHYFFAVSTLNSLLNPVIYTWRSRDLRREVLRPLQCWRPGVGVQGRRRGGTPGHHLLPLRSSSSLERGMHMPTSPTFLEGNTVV
# PostGolgi yeast: growth inhibition of a yeast mutant, post-Golgi transport screen; post-Golgi transport phenotypic cell assay; inhibition, % at 10 µM; 98,000 tested, 0.9% active;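 note: yeast cells grown in 1536-well plates; yeast grown about 18 h at 30C before absorbance read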
# PostGolgi ctrl: growth of the yeast control strain, post-Golgi counter-screen | inhibition, % at 10 µM | efflux-deficient yeast background strain, growth absorbance A615, 16 h | AID 738 | 98,000 tested, 5% active
# H69AR inhibit: blocks growth of human H69AR lung tumor cells | H69AR lung tumor viability, ATP luminescence, 72 h; stronger effect = lower value | viability, % at 10 µM | 85,000 tested, 6% active;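 active = viability at or below 40%; inactive = viability above 40%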;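 note: multidrug resistant small cell line overexpressing MRP-1 efflux transporter; 100% = mean luminescence of untreated control wells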
# Ecoli WT expand: blocks growth of wild type E. coli BW25113. 98,000 tested, 0.15% active. AID 710. growth inhibition, % at 100 µM. OD600 absorbance;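 active = growth inhibition above about 50% at one test dose, limit read from the data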;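 note: growth measured after 20 h incubation at 37 °C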
# Fibroblast inh: blocks proliferation of human lung fibroblasts | LL 47 human lung fibroblast viability, ATP luminescence; stronger effect = lower value | viability, % at 10 µM | 85,000 tested, 1.1% active | AID 719;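 active = viability at or below 50% in the single dose screen; inactive = viability above 50%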;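 note: compound exposure lasted 72 h before the ATP readout; 100% = median luminescence of untreated cell-only wells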
#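 Test system: LL 47 human lung fibroblasts / Quantity: 1,150 cells in each well / Medium: IMEM growth medium with 15% fetal bovine serum / Incubation: 72 h compound exposure at 37 °C after overnight plating / Detection: CellTiter-Glo luminescence measuring cellular ATP / Read-out: % viability versus median cells-only luminescence / Benchmarks: cell-only wells, no compound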
# S1P2 agonist: activates the human S1P2 receptor; 97,000 tested, 0.46% active; AID 729; S1P2-expressing cell line, agonist reporter read-out; activation, % at 4.5 µM; O95136; in the data active = activation above about 16%;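 note: 0% = vehicle low control and 100% = maximal reference agonist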
# HUVEC inhibit: blocks proliferation of human endothelial cells; AID 648; 86,000 tested, 1.1% active; HUVEC proliferation, CellTiter-Glo luminescence, 72 h; stronger effect = lower value; viability, % at 10 µM (by protocol);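 active = viability at or below 30%; inactive = viability above 30%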;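 note: 100% = median luminescence of DMSO-only cell control wells on each plate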
# * = called active by the depositor; · = no result given. Cut-off read from the data, not from the text of the source, unless noted: active = inhibition above about 30%; inactive = the rest.
SMILES,hDAT+cocaine,S1P2 antag,PostGolgi yeast,PostGolgi ctrl,H69AR inhibit,Ecoli WT expand,Fibroblast inh,S1P2 agonist,HUVEC inhibit
COc1cc(C2NC(=O)NC(C)=C2C(=O)NCc2ccccc2)c(Cl)cc1O (configuration not stated),0.39,-5,3,7,102,3,115,-1,105
CCOC(=O)c1[nH]c2c(c1C)C(=O)CC(c1ccco1)C2 (configuration not stated),-1.5,·,15,5,41,3,59,·,40
CC(C(=O)OCC(=O)Nc1ccc2c(c1)OCO2)N1C(=O)c2ccccc2C1=O (configuration not stated),-0.52,2,2,10,86,7,94,-2,104
CCN1CCN(C(=O)c2ccc3c(=O)n(Cc4ccccc4OC)c(=S)[nH]c3c2)CC1,0.69,7,-1,1,68,-9,88,-11,81
CCC(CC)c1nnc(NC(=O)c2ccc(N3CCCC3=O)cc2)s1,1.1,14,-1,-2,91,-11,107,-5,109
CCOC(=O)c1oc2ccccc2c1NC(=O)c1cccc(OC)c1,0.16,-18,4,6,78,-7,97,2,100
c1ccc(CCc2nn3c(-c4ccncc4)nnc3s2)cc1,1.8,6,0,2,62,4,104,-2,54
C=CCn1c(-c2cccs2)nc2ccccc21,1,16,3,6,81,5,98,-1,77
COc1ccc(-n2c(Cc3cccn3C)nnc2SCC(=O)Nc2cc(Cl)ccc2OC)cc1,1.7,·,1,18,71,-5,77,·,65
Cn1c(=O)c(C(=O)CN2CCOCC2)c(N)n(Cc2ccccc2)c1=O,-2,10,11,0,91,-6,112,-2,97
COc1ccccc1C(=O)NCCNC(=O)c1ccco1,-0.1,16,-1,-1,96,9,105,-7,97
COCCn1c(=S)[nH]c2cc(C(=O)NCCc3ccc(OC)c(OC)c3)ccc2c1=O,-0.18,-21,-3,-4,78,-20,104,-8,92
CCn1c(SCC(=O)c2[nH]c(C)c(C(C)=O)c2C)nnc1-c1ccncc1,-0.41,-6,-8,2,81,-3,94,-4,91
Cc1cccn2cc(-c3ccc(F)cc3)nc12,-0.34,2,-6,-2,88,6,88,-4,85
CC(O)C(O)C(O)C(O)C1NCCS1 (configuration not stated),-0.08,15,-5,9,80,15,104,-1,85
CCNC(=O)NC(=O)CSc1nc2ccccc2n1CC(C)C,0.19,11,4,-2,72,-2,92,-4,100
Cn1c(SCC(=O)n2c3c(c4ccccc42)CCCC3)nnc1-c1ccccc1,0.25,9,0,34*,95,-18,99,-5,97
O=C(CSc1ncn(-c2ccccc2)n1)Nc1ccc(Br)cn1,0.55,3,-1,15,91,18,98,-6,81
CCOC(=O)N1CCN(CC(O)COC2CC(C)CC(C)(C)C2)CC1 (configuration not stated),0.017,-7,0,13,·,3,·,-7,·
COc1ccc(C)c(S(=O)(=O)Nc2ccc(OCC(=O)O)cc2)c1,-0.096,5,2,1,93,2,93,0,103
CCOc1ccc(CCN2C(=O)CCC2(C)C(=O)NC(C)CC)cc1OCC (configuration not stated),-0.86,5,-16,-4,·,-5,·,-3,·
O=[N+]([O-])c1ccc(N2CCN(c3ccc(Cl)nn3)CC2)c(Cl)c1,0.02,-15,3,-12,43,-8,66,-3,62
O=C(CSc1nnc(Cn2c(=O)sc3ccccc32)n1-c1ccccc1)NCc1ccco1,-0.55,·,1,3,89,-1,92,·,81
CCn1c(SCC(=O)Nc2nc(C)c(C(=O)OC)s2)nnc1C(C)C,-0.21,21,-8,15,78,3,102,-3,98
CCCCN(C(=O)NC(=O)Nc1cc(C)ccc1C)S(C)(=O)=O,0.9,17,2,26,101,-4,102,0,104
O=c1cc(-c2ccco2)oc2c1ccc1ccccc12,1.1,-22,1,10,79,0,88,-2,65
CCOC(=O)c1ccc(N/C=C/C(=O)c2ccc(OC)c(OC)c2)cc1,-0.12,-10,-3,1,·,-13,·,2,·
CCOC(=O)c1c(-c2ccc(C)o2)csc1NC(=O)CSc1nnnn1-c1ccccc1,1.1,9,5,7,73,-24,94,-6,103
COc1ccc(-c2nc3cc(C)ccn3c2NCC2CCCO2)cc1OC (configuration not stated),2,5,·,·,65,·,94,-6,86
CCc1cc2c(SCC(=O)c3ccc(C)cc3)ncnc2s1,-0.65,-32,·,·,88,·,120,-6,103
COc1ccc(NC(=O)C(NC(=O)c2ccccc2)C(C)C)cc1 (configuration not stated),0.074,-18,0,9,98,-5,104,-8,84
CCOC(=O)Cc1csc(NC(=O)c2cccc(N3C(=O)CCC3=O)c2)n1,1.9,10,-2,-6,96,-4,81,-7,86
C=CCSc1nc2ccccc2c2nc(-c3ccccc3)nn12,-1.2,8,9,10,68,-14,95,-4,51
CCOC(=O)N1CCN(C(=O)CN(c2cccc(C)c2)S(=O)(=O)c2ccc(C)cc2)CC1,0.82,·,2,5,88,-6,102,·,94
O=C(O)Cc1ccc(NC(=O)c2cccs2)cc1,-1.1,21,1,17,85,2,103,-4,105
CCOCCCNC(=O)CCSc1ccc(C)cc1,-0.59,13,·,·,113,·,99,-2,104
CC(=O)c1cc(C(=O)Nc2ccc(C(=O)O)cc2)oc1C,-0.43,-1,-4,24,108,1,98,-2,92
CC(=O)N(c1cccc(C)c1)C1SC(=O)N(c2ccccc2)C1=O (configuration not stated),0.12,14,22,15,103,1,105,-13,105
CN(Cc1nc(-c2ccccn2)no1)S(=O)(=O)c1ccc(Cl)cc1,0.63,3,-5,14,100,2,92,-8,92
CNc1nc(C)c(C#N)cc1C(C)=O,1.3,-4,1,5,104,2,103,0,99
Nn1c(SCc2ccccc2)nnc1-c1ccco1,0.013,-1,-1,5,91,1,99,-1,102
COc1cc(OC)cc(-n2nnnc2SCC(=O)Nc2ccc(C(C)=O)cc2)c1,0.97,-5,-9,3,·,3,·,-6,·
COc1ccc(NC(=O)Cn2nc(Cc3cccnc3)c3ccccc3c2=O)cc1OC,0.15,4,-6,-3,86,-7,106,-5,106
O=C(Nc1ccc(Cl)cc1)C1=Cc2cc(Cl)ccc2OC1,-0.0018,-19,-2,19,75,0,93,-3,96
CCc1cccc(C)c1NC(=O)C(c1ccc(O)cc1)N1CCC1=O (configuration not stated),0.087,21,18,14,·,2,·,-8,·
CCOC(CNC(=O)c1cccn2c(=O)c3cc(Cl)ccc3nc12)OCC,-0.19,-20,-4,22,38*,-13,97,-1,74
CC(C)N(C(=O)Cn1c(SCC(=O)N2CCN(c3ccccc3)CC2)nc2ccccc21)C(C)C,-0.41,·,·,·,74,·,99,·,88
Cc1ccc(C(=O)Cn2ncsc2=N)cc1,-0.73,17,-1,6,99,9,99,-7,99
COc1cc2c(cc1OC)-c1cc(NC3CC3)nc(=O)n1CC2,-0.047,-19,0,1,106,1,104,15,85
CNCC(O)Cn1c(C(F)(F)F)nc2ccccc21 (configuration not stated),-0.13,7,·,·,91,·,106,-6,99
CN(Cc1ccccc1)Cc1nc2c([nH]1)c(=O)[nH]c(=O)n2C,-0.34,19,6,12,·,5,·,-8,·
CCc1nc(Nc2ccccc2)c2oc3ccccc3c2n1,-0.79,-21,13,25,·,-3,·,7,·
Cc1cccc(NC(=O)C2CC(=O)OC23CCCC3)c1 (configuration not stated),0.64,-14,·,·,102,·,98,-3,103
N#C/C(=C(/O)COC(=O)CCc1ccc(S(=O)(=O)N2CCOCC2)cc1)c1nc2ccccc2[nH]1,-0.61,-9,1,1,41,-18,90,-4,76
COc1ccc(CC(=O)n2nc(-c3cccnc3)nc2N)cc1,-0.11,17,3,2,104,2,101,-6,96
O=C(Nc1cccnc1)c1cnn2c(C(F)F)cc(C3CC3)nc12,0.0083,-53,-2,19,42,-8,94,7,84
COCCn1c(=O)c2cc3c(=O)n(CCOC)c(=O)c3cc2c1=O,1.2,18,-3,3,92,-3,102,0,102
Cc1ccccc1NC(=O)c1cc(=O)c2ccccc2o1,0.3,-5,-5,-4,·,3,·,-4,·
O=C(c1cccc(Cl)c1)N1CCN(C(=O)c2ccco2)CC1,0.97,12,0,1,87,6,94,-4,93
Cc1ccccc1-c1nc(CN2CCCC(C(=O)NCCCN3CCOCC3)C2)c(C)o1 (configuration not stated),·,-2,-3,8,83,7,98,-1,82

# (listing goes on)
SMILES,hDAT+cocaine,S1P2 antag,PostGolgi yeast,PostGolgi ctrl,H69AR inhibit,Ecoli WT expand,Fibroblast inh,S1P2 agonist,HUVEC inhibit
Cc1c(NC(=O)/C=C/c2cn(-c3ccccc3)nc2-c2ccccc2)c(=O)n(-c2ccccc2)n1C,1.7,17,0,7,·,-20,·,-7,·
CN(C)CC(C)(C)CNC(=O)C1CCN(Cc2ccccc2O)CC1,-0.72,19,3,8,107,-3,100,-8,84
Cc1nnc(SCC(=O)N2CCCCC2)n1CC1CCCO1 (configuration not stated),-0.66,-1,·,·,101,·,102,-3,91
CC1CCCC2(C1)NC(=S)c1c(sc3c1CCCC3)N2 (configuration not stated),-0.19,0,-1,3,83,7,108,-4,84
CCOC(=O)C1CN(S(=O)(=O)c2ccc(C)cc2)C1,-0.72,12,-2,-10,·,-2,·,-5,·
CCOc1ccc(C(=O)NCc2cccnc2)cc1,0.13,18,-1,9,100,9,93,-8,93
CCCn1c(N)c(C(=O)CN2CCN(S(=O)(=O)c3cccs3)CC2)c(=O)[nH]c1=O,0.99,17,1,1,94,0,100,-5,100
Cc1ccc(Cn2c(C)nc3c(c2=O)c2nc4ccccc4nc2n3Cc2ccco2)cc1,1.7,-20,2,20,83,10,113,-6,88
O=C(CSc1nc(O)cc(=O)n1-c1ccccc1)NC1CCCCC1,0.0091,-6,0,1,83,-4,93,0,89
COc1ccc(/C(O)=C2/C(=O)C(=O)N(CCN3CCOCC3)C2c2ccc(C)cc2)cc1 (configuration not stated),1.9,-1,4,10,102,-1,104,-7,98
Cc1ccc(C)c(S(=O)(=O)NCc2ccc(C(=O)N3CC(C)OC(C)C3)cc2)c1 (configuration not stated),1,-3,·,·,64,·,101,9,104
CCOc1cc(C)nc(NCCc2ccc(OC)c(OC)c2)n1,1.8,-2,-10,0,93,3,101,-8,119
CC(=O)Nc1ccc2c(c1)nc1n2CCSC1,-0.0049,-31,0,4,107,-3,110,-3,112
O=C(CC(O)(c1ccccc1)C(F)(F)F)c1cccs1 (configuration not stated),-1.4,-2,-2,22,101,9,92,-3,94
COc1cccc(C(=O)Nc2ccc(F)c(F)c2F)c1,0.28,1,-40,15,92,9,106,-3,105
COc1cc(OC)cc(C(=O)NC2CCN(C(=O)N3c4ccccc4Sc4ccccc43)CC2)c1,0.14,22,14,4,·,-5,·,-4,·
CC(O)CNc1ncnc2nc[nH]c12 (configuration not stated),-0.52,-7,11,-1,101,-1,100,-3,100
CC1(C)Cc2c(ccc3ccccc23)C(NNC(=O)c2cccnc2)=N1,-0.24,19,24,-3,84,-10,100,-7,92
CC(C)CC(C(=O)NC1CCCC1)N(Cc1cccs1)C(=O)c1snc(C(N)=O)c1N (configuration not stated),0.88,-2,·,·,57,·,89,-1,83
CCCC(=Nc1ccc(N)cc1)C1=C(O)C(C(=O)OC)C(C)(C)CC1=O (configuration not stated),-0.17,2,4,-1,20*,6,100,-2,88
O=[N+]([O-])c1ccc(-c2cnc(SCc3ccccc3Cl)[nH]2)cc1,1.6,-3,4,42*,·,2,·,-8,·

# Record cards, from the list above. Values in the order: hDAT+cocaine, S1P2 antag, PostGolgi yeast, PostGolgi ctrl, H69AR inhibit, Ecoli WT expand, Fibroblast inh, S1P2 agonist, HUVEC inhibit
# CCOc1ccc(C(=O)NCc2cccnc2)cc1 is listed with 0.13, 18, -1, 9, 100, 9, 93, -8, 93
# CCn1c(SCC(=O)Nc2nc(C)c(C(=O)OC)s2)nnc1C(C)C is listed with -0.21, 21, -8, 15, 78, 3, 102, -3, 98
# CCOC(CNC(=O)c1cccn2c(=O)c3cc(Cl)ccc3nc12)OCC is listed with -0.19, -20, -4, 22, 38*, -13, 97, -1, 74
